Bioassay records: PubChem BioAssay, Southern Research Specialized Biocontainment Screening Center
VEEV TC-83 Vero = inhibitors of VEEV TC-83 cytopathic effect, confirmation, Vero cells (AID 588727). Vero cells, VEEV TC-83 cytopathic effect inhibition; higher % means a stronger effect. one-dose inhibition, % at 20 µM; IC50 in µM for titrated hits. 350,000 compounds, 0.13% hits; in the data active = a potency from the dose series; inconclusive = inhibition mostly from about 14% at the one dose, without a potency; inactive = the rest, 99 in 100 with inhibition below about 12%; note: strong numbers were not always called active
M. tuberculosis HTS = M. tuberculosis growth inhibition, HTS (AID 449762) | M. tuberculosis H37Rv growth inhibition, 7H9 media; higher % means a stronger effect | 330,000 compounds, 0.59% hits | inhibition, % at 25 µM; hits with a dose series show IC50 in µM; in the data active = a potency from the dose series; inconclusive = inhibition above about 70% without an active follow-up result;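 note: bacterial growth assessed after seven days of incubation; strong numbers were not always called active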
M. tuberculosis = growth inhibition of non-replicating M. tuberculosis (AID 488890); Mycobacterium tuberculosis non-replicating, growth inhibition; higher % means a stronger effect; inhibition, % at 25 µM; hits with a dose series show IC50 in µM; 320,000 compounds, 0.39% hits; in the data active = a potency from the dose series; inconclusive = inhibition mostly from about 82% at the one dose, without a potency; inactive = the rest, 99 in 100 with inhibition below about 76%;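 note: plate controls were DMSO cells for no effect and high antibiotic wells for full effect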
influenza NS1A = H1N1 influenza NS1A inhibitors, functional cell based assay (AID 504329); 340,000 compounds, 0.3% hits; NS1A functional cell-based assay, percent inhibition; higher % means a stronger effect; inhibition, % at 12.5 µM, or IC50 in µM where a hit was titrated; in the data active = a potency from the dose series; inconclusive = inhibition above about 27% without an active follow-up result; note: strong numbers were not always called active
PhoP GFP inhibition = PhoP regulon inhibitors, Salmonella typhi PhoP promoter GFP reporter, confirmatory (AID 1850) | Salmonella Typhi PhoP-promoter GFP reporter, fluorescence, 4 h; higher % means a stronger effect | 310,000 compounds, 0.33% hits | inhibition, % at 50 µM; hits with a dose series show IC50 in µM; in the data active = a potency from the dose series; inconclusive = inhibition mostly from about 25% at the one dose, without a potency; inactive = the rest, 99 in 100 with inhibition below about 19%;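 note: 0% = induced wells with vehicle and 100% = uninduced wells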
Starred values were filed as active, the others as inactive; i = inactive; ? = inconclusive; · = no result given; & = joins results of further samples.

SMILES	VEEV TC-83 Vero	M. tuberculosis HTS	M. tuberculosis	influenza NS1A	PhoP GFP inhibition
O=C(N/N=C/c1ccccc1F)c1cccc2ccccc12	0.1%	4%	-10%	-20%	1%
O=C(Cc1csc(NC(=O)Nc2ccc(Cl)cc2)n1)NCc1cccnc1	3.8%	5%	2%	-3%	4%
COc1ccccc1Nc1nnc(SC(C)C(=O)NC2CC2)s1 (configuration not stated)	0.3%	-12%	-13%	-15%	·
O=C(OCc1ccc(COC(=O)c2ccccn2)cc1)c1ccccn1	0.3%	-2%	?	-7%	2%
COC(=O)C1C(c2ccccc2)C(C(=O)N2CCN(C)CC2)C1c1ccccc1 (configuration not stated)	0.8%	10%	18%	2%	-13%
CCCCn1c(O)c(N=Nc2ccccn2)c2ccccc21	11%	?	78%	-1%	-1%
OCc1nc2ccccc2n1CCCOc1ccccc1	i	-8%	23%	6%	-3%
O=C(c1ccc(CN2CCc3ccccc3C2)cc1)N1CCN(c2ccccc2)CC1	2.9%	-1%	34%	5%	2%
OCCC1CN(Cc2nc3ccc(F)cc3[nH]2)CCN1C1CCCC1 (configuration not stated)	i	-10%	-1%	-1%	-10%
COc1ccc(CNC(=O)C(c2ccco2)N(Cc2cccs2)C(=O)Cc2cccs2)cc1 (configuration not stated)	5.9%	-3%	30%	-4%	-6%
Cc1ccc2nc3c(c(Nc4ccc5c(c4)OCCO5)c2c1)CCC3	3.1%	62%	78%	0%	-5%
Cc1ncc(CO)c(/C=N/Nc2ccc(C(F)(F)F)cn2)c1O	9.4%	1%	2%	7.3µM*	5%
COc1ccc(Nc2c3c(c(C#N)c4nc5ccccc5n24)CCC3)cc1	0.2%	7%	-1%	10%	0%
Cn1cccc1C(=O)OCC(=O)N1CC(=O)Nc2ccccc21	0.1%	-1%	-12%	-12%	-1%
COc1ccc(S(=O)(=O)NCC(c2cccnc2)N2CCN(c3ccccc3OC)CC2)cc1C (configuration not stated)	0.1%	·	·	15%	·
N#CC1=C(N)C2=CCCC[C@H]2[C@H](c2ccc(Br)cc2)C1(C#N)C#N	2.3%	4%	42%	-1%	-5%
COc1ccc(CCN2C(=O)CC(NC34CC5CC(CC(C5)C3)C4)C2=O)cc1OC (configuration not stated)	i	-4%	-2%	3%	-2%
COc1ccccc1Oc1cc(-n2nc(C)cc2C)ncn1	2.7%	6%	·	-4%	-4%
CSc1ccccc1NC(=O)N1CCCC(C(=O)c2ccc3c(c2)OCO3)C1 (configuration not stated)	1.3%	6%	7%	-7%	6%
CC(C)(C)c1nnc(NS(=O)(=O)c2cc(Cl)ccc2Cl)s1	0.8%	0%	65%	-8%	-4%
O=C1C2=C(SCCS2)C(=O)N1c1ccccc1	2.1%	4%	5%	-2%	-2%
O=C(NC1CCCCC1)C1CCCN(S(=O)(=O)c2ccc(F)cc2)C1 (configuration not stated)	0.1%	-5%	0%	1%	-5%
CN(CC(=O)Nc1ccccc1Cl)CC(=O)N1CCc2ccccc21	2.6%	-5%	-13%	-9%	·
NC(=O)COC(=O)C12CC3CC(CC(O)(C3)C1)C2	4.6%	-6%	1%	8%	2%
O=C(CC(=O)Nc1ccccc1)Nc1ccccc1	i	-6%	8%	0%	15%

2 entries from above, set out differently.
Compound: O=C(c1ccc(CN2CCc3ccccc3C2)cc1)N1CCN(c2ccccc2)CC1
  VEEV TC-83 Vero: 2.9%
  M. tuberculosis HTS: -1%
  M. tuberculosis: 34%
  influenza NS1A: 5%
  PhoP GFP inhibition: 2%
Compound: N#CC1=C(N)C2=CCCC[C@H]2[C@H](c2ccc(Br)cc2)C1(C#N)C#N
  VEEV TC-83 Vero: 2.3%
  M. tuberculosis HTS: 4%
  M. tuberculosis: 42%
  influenza NS1A: -1%
  PhoP GFP inhibition: -5%

Back to the main list, repeating the three entries before the break.
SMILES	VEEV TC-83 Vero	M. tuberculosis HTS	M. tuberculosis	influenza NS1A	PhoP GFP inhibition
CN(CC(=O)Nc1ccccc1Cl)CC(=O)N1CCc2ccccc21	2.6%	-5%	-13%	-9%	·
NC(=O)COC(=O)C12CC3CC(CC(O)(C3)C1)C2	4.6%	-6%	1%	8%	2%
O=C(CC(=O)Nc1ccccc1)Nc1ccccc1	i	-6%	8%	0%	15%
COc1cc(NC(=O)C2CC(=O)NC3=C2C(=O)CCC3)cc(OC)c1 (configuration not stated)	2.5%	0%	-3%	4%	2%
COc1ccccc1C1=NCc2nnc(C)n2-c2ccc(Cl)cc21	0.3%	1%	-10%	-4%	-8%
COc1cc2c(cc1OC)C(COc1ccccc1OC)N(C(C)=O)CC2 (configuration not stated)	0.7%	8%	39%	-6%	0%
CCC/C(O)=C1\C(=O)CC(C)(C)CC1=Nc1ccc(OC)cc1OC	7.1%	1%	18%	4%	-5%
Cc1ccc(NS(=O)(=O)c2ccc3[nH]c(=O)c(=O)[nH]c3c2)cc1Cl	2.6%	-2%	4%	8%	0%
C=CCn1c(C)cc(C(=O)COc2ccc(S(=O)(=O)N3CCCC3)cc2[N+](=O)[O-])c1C	10%	4%	0%	5%	-10%
CC(C)(C)OC(=O)C[C@H]1C/C=C\C[C@H](CC(=O)N[C@H](CO)Cc2ccccc2)C(=O)N2CCC[C@H]2COC1=O	0.4%	-1%	3%	-5%	·
CCOC(=O)C1CCN(C(=O)COc2ccc(N(C)S(=O)(=O)c3ccc(C)cc3)cc2)CC1	i	-1%	3%	1%	-7%
O=C(CSc1nnc(NC(=O)c2ccccc2[N+](=O)[O-])s1)NC1CCCC1	0.8%	5%	50%	4%	-3%
O=C(O)c1cccc2c1C(=O)c1ccc(-c3ccc(F)cc3OCc3ccccc3)cc1S2(=O)=O	6.2%	13%	56%	4%	·
CC(=O)c1cc2c(cc1NC(=O)Cc1c(C)noc1C)OCO2	0.6%	-2%	-2%	7%	·
CC1(C)Cc2c(C#N)c(N3CCN(C(=O)c4ccccc4Cl)CC3)nc(-c3ccco3)c2CS1	4.3%	2%	6%	-1%	2%
CCNC(=O)c1sc2cc(C)ccc2c1Cl	0.2%	-5%	73%	-4%	-2%
C=CCOc1cccc(C2C(C(=O)c3ccco3)=C(O)C(=O)N2CCN2CCOCC2)c1 (configuration not stated)	0.5%	-2%	9%	4%	-1%
O=C(NCC1CC1)Nc1ccccc1	i	7%	4%	-26%	-3%
CCN(CC)c1ccc(/C=N/n2c(-c3ccccc3Br)n[nH]c2=S)cc1	6.2%	-4%	-8%	6%	5%
CN1CCN(C(=O)c2ccc(-c3nn(C)c(=O)c4ccccc34)cc2)CC1	1.6%	-6%	7%	1%	-4%
O=C(c1ccco1)N1CCN(c2cc(=O)n(C3CCCCC3)c(=O)[nH]2)CC1	i	-9%	5%	0%	0%
COc1cc(SC)ccc1C(=O)Nc1nc2ccccc2[nH]1	i	11%	32%	8%	0%
O=S1(=O)CCO[C@H]2Cc3ccccc3[C@H]2N1Cc1ccccc1	4.1%	14%	24%	5%	2%
COc1cccc(NC(=O)C2CC(=O)N(C)C(=Nc3cccc(F)c3)S2)c1 (configuration not stated)	i	-1%	15%	-8%	-4%
O=C(NC(=S)Nc1ccc2nc[nH]c2c1)c1ccccc1	8.5%	-13%	30%	-5%	-7%
CCOC(=O)/C=c1/s/c(=C/c2ccccc2OC)c(=O)n1CC(=O)N1CCOCC1	11%	·	·	-7%	·
COc1cccc(C(=O)NCC(c2ccc3c(c2)OCO3)N2CCN(c3ccc(F)cc3)CC2)c1 (configuration not stated)	8.7%	45%	20%	-4%	-6%
CCOC(=O)c1sc(NN=C(C(=O)OC)C(=O)OC)c(C(=O)OCC)c1C	0.7%	4%	61%	-6%	-3%
Remaining list, next part.
SMILES	VEEV TC-83 Vero	M. tuberculosis HTS	M. tuberculosis	influenza NS1A	PhoP GFP inhibition
CCN(CC)C(=O)c1sc2nc(N3CCOCC3)c3c(c2c1N)CCCC3	7.4%	5%	?	-4%	3%
O=C(Nc1ccc(Cl)cc1Cl)c1ccc(-c2ccccc2)cc1	i	-1%	-11%	12%	-3%
CCOC(=O)c1ccc(NCn2c(=O)oc3ccccc32)cc1	1.3%	?	?	3%	-2%
Cc1cc(Cl)ccc1C(=O)C1CCCN(C(=O)c2cncs2)C1 (configuration not stated)	i	7%	7%	1%	4%
Cc1nn(-c2ccccc2)c(C)c1/C=N/NC(=O)CSc1nc2ccccc2c(=O)n1-c1ccccc1	2.1%	?	-9%	-3%	-5%
O=C(Nc1ccccc1C(=O)NCc1ccccc1)C1=CSCCO1	0.7%	4%	-2%	7%	3%
CCOc1cccc(-c2c(C(=O)N/N=C/c3cccs3)nnn2-c2nonc2N)c1	3.4%	-2%	-31%	5%	-13%
COC(=O)c1ccc(NS(=O)(=O)c2c(C)[nH]c(C)c2C(=O)N2CCCC2)cc1	3.0%	3%	-5%	6%	5%
COc1ccc(CN2CCN(C(=O)CC(C)C)CC2)cc1	0.7%	1%	-3%	-5%	-8%
O=C(c1ccccc1)c1ccc(C(=O)N2CCCC(C(F)(F)F)C2)cc1 (configuration not stated)	7.5%	-1%	-1%	-2%	1%
CCCc1nc2ccccc2c(=O)n1/N=C/c1ccccc1O	3.9%	3%	71%	-15%	-7%
CC(=O)Nc1ccc2c(c1)C(=Nc1cccc(C)c1)c1ccccc1-2	3.5%	·	·	6%	·
CCNC(=O)N1CCN(S(=O)(=O)c2ccc3c(c2)OCCCO3)CC1	0.5%	-3%	10%	-20%	·
Cc1ccc(/C=C2\SC(=S)N(CCCC(=O)NNC(=O)c3ccccc3O)C2=O)cc1	1.0%	4%	-4%	22%	-1%
CCOC(=O)CSc1n[nH]c(NC(=O)c2cccc(C)c2)n1	i	-3%	5%	-2%	-9%
CN1CCN(C(=O)C(N)Cc2ccccc2)CC1 (configuration not stated)	0.4%	-4%	26%	-5%	-7%
Cc1cccc(NC(=O)COc2ccc3oc4c(c3c2)CCCC4)n1	i	?	76%	5%	-3%
O=C(/C=C/Nc1ccc(F)c(F)c1)c1cccs1	0.5%	-2%	12%	0%	-7%
Cn1cc(C(=O)OCC(=O)N2CCCC2)c2ccccc21	3.3%	-7%	39%	-13%	·
CCOC(=O)c1cc(C#N)c(N2CCN(c3ccccn3)CC2)nc1-c1ccccc1	6.9%	61%	10%	-3%	2%
COc1cccc(/C(C)=N/NC(=O)c2ccc(N(C)C)cc2)c1	1.5%	-2%	10%	-3%	4%
O=C(NNC(=O)c1cccc2ccccc12)c1cccc(Br)c1	2.3%	·	·	-13%	·
CCOc1ccc(C2N(c3ccc(F)cc3)C(=O)C3CCCN32)cc1OC (configuration not stated)	0.8%	-5%	9%	7%	-11%
CC(C)(C)N1Cc2ccccc2C1=N	i	1%	14%	7%	7%
CCC(C)(C)n1nnnc1C(c1ccncc1)N1CCN(c2cccc(OC)c2)CC1 (configuration not stated)	0.8%	-1%	10%	3%	-2%&-18%
Going on with the list:
SMILES	VEEV TC-83 Vero	M. tuberculosis HTS	M. tuberculosis	influenza NS1A	PhoP GFP inhibition
Cc1c(C(=O)NC2CCCCC2)oc2ccc(F)cc12	i	5%	70%	8%	8%
COc1ccc(NC(=O)CNC(=O)c2ccco2)cc1S(=O)(=O)Nc1cc(C)ccc1Br	0.7%	-7%	7%	10%	·
O=C(c1ccc(N2CCCCCC2)c([N+](=O)[O-])c1)N1CCc2ccccc21	·	3%	-9%	·	-2%
CCCCCCC(=O)NN1CCN(C)CC1	i	-2%	18%	3%	0%
Cc1ccc(NC(=O)C2(c3ccc([N+](=O)[O-])cc3)CCCC2)cc1	i	3%	·	9%	-2%
CC(NC(=O)c1cc(S(=O)(=O)N2CCCC2)cn1C)c1ccccc1 (configuration not stated)	7.2%	-17%	-18%	-27%	-9%
O=c1cc(NCCO)c2ccccc2o1	i	-7%	0%	-10%	-5%
CCOc1ccccc1NC(=O)c1c(NC(=O)CCC(=O)O)sc2c1CCCCC2	6.5%	·	·	7%	·
C=CCCC1CN(CCCC)S(=O)(=O)c2c(F)cccc2O1 (configuration not stated)	i	·	·	-10%	·
C=CCn1c(SCC(=O)NCc2ccccc2)nnc1-c1ccccc1O	1.1%	-14%	20%	-4%	-6%
CCCCc1ccc(NC(=O)Nc2c(C)n(C)n(-c3ccccc3)c2=O)cc1	0.9%	4%	-1%	-14%	-6%
CCC(=O)N1CCN(c2ccc(NC(=O)c3ccc4c(c3)OCCO4)cc2)CC1	1.5%	11%	2%	8%	5%
C=CCn1c(SCC(=O)NCC2CCCO2)nc2scc(-c3ccco3)c2c1=O (configuration not stated)	1.3%	-6%	15%	13%	-5%&2%

Two of the compounds above, bar-delimited:
canonical_smiles | VEEV TC-83 Vero | M. tuberculosis HTS | M. tuberculosis | influenza NS1A | PhoP GFP inhibition
C=CCCC1CN(CCCC)S(=O)(=O)c2c(F)cccc2O1 (configuration not stated) | i | · | · | -10% | ·
C=CCn1c(SCC(=O)NCc2ccccc2)nnc1-c1ccccc1O | 1.1% | -14% | 20% | -4% | -6%

Compounds were not picked by outcome. About 1.4% of those tested had a hit in this group.
